# Source: PubChem BioAssay (several laboratories)
# Rab2A wt mod: changes GTP binding to wildtype dog Rab2A, up or down; hit rate 0.19% among 190,000; GTP binding activity, % at 10 µM; GST-Rab2 wt beads, Bodipy-GTP binding, flow cytometry; P61105; AID 760;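 active = GTP binding activity at least 20 points away from 100%, either lowered or raised; inconclusive = signal likely due to the compound's own green fluorescence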;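 also: 0% = beads with excess unlabeled GTP and 100% = no-compound control corrected for plate trend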
# Rab7 wt modul: dog Rab7 wildtype GTP binding, inhibitors and activators. GST-Rab7 beads, fluorescent GTP binding, flow cytometry; actives lie on both sides; untreated = 100%, excess cold GTP = 0%. GTP binding activity (percent of control), % at 10 µM. hit rate 0.055% among 190,000;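 active = fluorescent GTP binding to Rab7 beads changed by at least 20 points from the 100% baseline, either direction, mostly lower; inconclusive = compound itself probably fluorescent, or too few beads counted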;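 also: median green fluorescence of bound Bodipy-FL-GTP per Rab7 bead population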
# Mcl-1 Bim block: disrupts Bim peptide binding to human Mcl-1 | Bead-based flow cytometry, Bim peptide-Mcl-1 binding | inhibition, % at 10 µM | hit rate 0.1% among 190,000; in the data active = inhibition above about 40%;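 also: 0% = no compound tracer wells and 100% = peptide blocker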
# Target sequence (Q07820 whole entry, looked up): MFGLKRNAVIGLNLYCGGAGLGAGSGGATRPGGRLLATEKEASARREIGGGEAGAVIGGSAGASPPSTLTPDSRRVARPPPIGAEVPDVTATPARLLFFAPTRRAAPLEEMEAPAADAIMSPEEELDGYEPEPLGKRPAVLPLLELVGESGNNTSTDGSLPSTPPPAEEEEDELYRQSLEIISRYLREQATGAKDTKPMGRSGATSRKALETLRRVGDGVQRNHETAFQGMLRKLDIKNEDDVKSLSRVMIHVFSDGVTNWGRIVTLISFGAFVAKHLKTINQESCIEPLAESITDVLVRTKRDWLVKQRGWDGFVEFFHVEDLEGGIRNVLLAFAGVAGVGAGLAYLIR
# Cdc42 wt GTP: changes GTP binding to wildtype human Cdc42; P60953; GST-Cdc42 beads, Bodipy-GTP binding, flow cytometry; actives lie on both sides; percent activity (GTP binding), % at 10 µM; hit rate 0.2% among 190,000; AID 761;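 active = percent activity GTP binding at least 20 points away from the 100% baseline, either down as inhibitor or up as activator; inconclusive = compound flagged as likely green fluorescent from well-wide comparison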;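 also: median bead fluorescence of bound Bodipy-FL-GTP at 100 nM; 0% = excess unlabeled GTP control and 100% = no compound control; below 100% means less GTP binding so inhibitor and above means activator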
# Target sequence (P60953 whole entry, looked up): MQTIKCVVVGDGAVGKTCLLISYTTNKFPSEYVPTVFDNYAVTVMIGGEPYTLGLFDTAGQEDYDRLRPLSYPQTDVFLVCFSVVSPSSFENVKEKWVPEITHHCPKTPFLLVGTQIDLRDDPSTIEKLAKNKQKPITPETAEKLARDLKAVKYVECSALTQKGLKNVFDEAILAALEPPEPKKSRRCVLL
# Rac1 wt modul: human Rac1 wildtype GTP binding, inhibitors and activators; GTP binding activity (% of control), % at 10 µM; AID 757; P63000; hit rate 0.27% among 190,000; GST-Rac1 beads, fluorescent GTP binding, flow cytometry; actives lie on both sides; 0 = cold GTP competed, 100 = untreated;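 active = GTP binding activity at least 20 points away from the 100% control level, either lower or higher; inconclusive = compound flagged as likely green fluorescent, judged across all proteins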
# Rac1 act GTP bind: alters GTP binding to activated mutant human Rac1; GST-Rac1 activated beads, fluorescent GTP binding, flow cytometry; actives lie on both sides; 100% means binding = to untreated wells; AID 764; percent activity (GTP binding), % at 10 µM; hit rate 0.11% among 190,000; P63000;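 active = GTP binding at least 20 percentage points away from the 100% baseline, in either direction, so actives lie on both sides; inconclusive = Compound likely fluorescent itself, or too few beads counted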
# Mcl1 Noxa PPI: disrupts binding of human Mcl-1 to Noxa peptide | TR-FRET Mcl-1/Noxa peptide binding, 2 h | inhibition, % at 21.7 µM | hit rate 1.5% among 220,000 | Q07820;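 active = compounds that cut the protein-peptide binding signal by more than 50% relative to plate controls in a single-dose test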;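 also: His-tagged Mcl-1 with rhodamine Noxa BH3 peptide and terbium anti-His antibody; 0% = Mcl-1 plus Noxa peptide wells and 100% = peptide-only wells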
# Pf gametocyte: P. falciparum stage V gametocyte viability inhibition | P. falciparum stage V gametocytes, ATP luminescence, 24 h | inhibition, % at 10.9 µM | hit rate 0.065% among 150,000 | AID 743093;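 active = inhibition above the mean plus 3 SD of compounds within the control limits, set per campaign, cut at about 38% in these data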;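 also: 0% = DMSO wells and 100% = medium only without gametocytes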
# Mcl1-Bid inh: disrupts binding of human Mcl-1 to Bid peptide; TR-FRET Mcl-1/Bid-Dy647 peptide binding, 1536-well; inhibition, % at 21.7 µM; hit rate 0.97% among 220,000;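 active = compounds that cut the binding signal by more than half at the single screening dose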;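 also: His-tagged Mcl-1 with europium anti-His antibody binding Bid BH3 peptide; 0% = Mcl-1 plus peptide wells and 100% = peptide-only wells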
# Avidin fluor: avidin bead compound fluorescence profile | Avidin beads, compound fluorescence 488/530 nm, flow cytometry; active compounds read high | fluorescence (KMESF) at 10 µM | hit rate 0.38% among 220,000 | AID 1775; in the data active = fluorescence above about 47; also: inactives centre near 10
# HRas wt GTP: human HRas wildtype GTP binding, change in either direction; P01112; GST-Ras wt beads, Bodipy-FL-GTP binding, flow cytometry; actives lie on both sides; GTP binding activity, % at 10 µM; hit rate 0.14% among 190,000; AID 759;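 active = GTP binding activity at least 20% away from the 100% baseline, either lowered as inhibitor or raised as activator; inconclusive = flagged as likely green fluorescent, judged across all proteins in the well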;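 also: 0% = unlabeled GTP competition control and 100% = no-compound control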
# Target sequence (P01112 whole entry, looked up): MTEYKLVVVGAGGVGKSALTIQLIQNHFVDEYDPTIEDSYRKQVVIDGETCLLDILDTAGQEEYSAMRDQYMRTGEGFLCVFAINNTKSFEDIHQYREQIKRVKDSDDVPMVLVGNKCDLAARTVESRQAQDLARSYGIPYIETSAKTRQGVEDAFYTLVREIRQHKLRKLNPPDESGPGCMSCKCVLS
# * hit, by the source's call; ? = inconclusive; . = no result given.
SMILES,Rab2A wt mod,Rab7 wt modul,Mcl-1 Bim block,Cdc42 wt GTP,Rac1 wt modul,Rac1 act GTP bind,Mcl1 Noxa PPI,Pf gametocyte,Mcl1-Bid inh,Avidin fluor,HRas wt GTP
Cc1onc(-c2c(F)cccc2Cl)c1C(=O)N1CCc2ccccc21,104,101,1,108,105,102,10,.,2,35,104
COc1ccccc1CNCC(=O)N1CC(=O)Nc2ccccc21,97,105,-2,97,101,96,29,4,28,9,99
O=C(CNC(=O)c1ccccc1)NCC1COc2ccccc2O1 (centres undefined),94,94,0,96,96,96,-12,.,-25,13,95
COc1ccc(C(CNC(=O)c2ccc(N3CCCC3=O)cc2)N(C)C)cc1 (centres undefined),107,105,-4,103,111,100,9,.,-26,14,104
CCN(CC)CCN(Cc1cc2ccc(C)cc2[nH]c1=O)C(=O)Nc1ccc(Cl)cc1,98,100,0,96,97,95,7,5,-2,12,96
COc1ccc(-c2nc(CS(=O)CC(=O)NCc3ccc4c(c3)OCO4)c(C)o2)cc1 (centres undefined),99,100,0,101,103,97,2,.,-22,6,101
COc1ccccc1C(=O)C1CCCN(C(=O)c2cc(CC(C)C)nc(C)n2)C1 (centres undefined),96,101,0,97,102,96,4,11,-9,2,100
NC(=O)c1sc2nc3c(cc2c1N)CCC3,90,94,-20,93,90,93,5,5,-35,26,93
Cc1cc(C)c(-c2csc(Cc3nc(-c4cc5ccccc5oc4=O)cs3)n2)cc1C,101,101,-1,100,104,101,4,14,-13,2,101
Cc1ccc(S(=O)(=O)CC(=O)Nc2nc(-c3ccccc3)cs2)cc1,98,98,1,99,104,99,-9,18,-18,6,98
COc1ccc(NC(=O)c2ccc(COc3ccccc3Br)o2)cc1OC,97,93,1,101,101,99,29,.,-19,33,100
C=CCn1c(SCc2nc3ccccc3c(=O)[nH]2)nnc1-c1cc2cc(Cl)ccc2o1,101,101,-2,101,100,99,-3,.,-23,9,101
CCSc1nnc(NC(=O)CSc2c(Cl)cccc2Cl)s1,92,100,-1,91,92,94,7,.,-19,10,91
CCc1nnc(NC(=O)CSc2nnc(CNc3ccc(OC)cc3)n2C)s1,97,97,-3,103,102,99,27,-14,-75,7,99
COc1ccc(-n2c(Cc3cccn3C)nnc2SCC(=O)Nc2ccc(F)cc2)cc1,102,99,-1,104,109,99,6,.,-33,5,103
Cc1cc(C)c(C(=O)CN2C(=O)NC3(CCC(C)CC3)C2=O)cc1C (centres undefined),?,?,2,?,?,?,-4,-4,-5,19,?
CC1CC(C)CN(C(=S)Nc2ccc3nc4n(c(=O)c3c2)CCCCC4)C1 (centres undefined),97,98,-1,95,101,97,4,3,-65,12,97
Cc1cc(=O)oc2cc(OCc3ccc(C(=O)OCC(=O)Nc4ccc(N(C)C)cc4)cc3)ccc12,99,99,0,97,101,97,96*,1,92*,11,97
O=C1CCCC(=O)C1=C1SCCCS1,101,103,-1,105,108,103,26,.,-22,16,104
C/C(=N/OC(=O)c1c(-c2ccccc2Cl)noc1C)c1cnccn1,96,96,-1,94,96,94,-2,.,-14,7,94
CN(C)/C=C(\C#N)C(=O)c1cccnc1Oc1cccc(F)c1,101,100,-3,106,107,103,7,.,0,33,104
Cc1oc2cc(OC(C)C(=O)O)ccc2c(=O)c1Oc1ccccc1 (centres undefined),102,100,-1,101,102,98,14,.,11,11,101
Cc1c(Cl)cccc1NC(CC(=O)c1ccccc1)C(=O)O (centres undefined),96,95,-2,97,96,95,8,27,-34,7,98
O=C(COC(=O)c1ccncc1)Nc1cc(Cl)ccc1Cl,104,104,-1,104,108,100,11,.,2,8,105
CC(=O)Nc1ccc(S(=O)(=O)Nc2ccc3c(c2)OCCO3)cc1,96,98,2,98,94,98,4,.,-24,18,95
Cc1c(O)c(CN2CCCCC2)cc2c1oc(=O)c1ccccc12,98,98,0,102,103,100,36,.,-47,8,100
CCOC(=O)N1CCN(C(=O)C2CCN(c3ncnc4c3sc3cccc(F)c34)CC2)CC1,102,101,0,100,101,98,27,.,-42,11,102
Cn1nnnc1SCC(=O)NNC(=O)c1ccc(Cl)cc1,100,107,-1,98,99,97,14,.,-22,14,99
O=C1c2ccccc2C(=O)C12OC(c1ccccc1)C1(C(=O)c3ccccc3C1=O)C2c1ccc([N+](=O)[O-])cc1 (centres undefined),94,96,-2,94,98,92,6,0,-9,21,92
S=C(Nc1ccc(Cl)cc1Cl)NC1CCCCC1,96,96,-4,99,104,98,19,.,-10,22,100
C=CCn1c(SCC(=O)Nc2cc(NC(C)=O)ccc2OC)nnc1-c1cccnc1,100,101,0,102,102,99,8,-9,-16,6,100
CC(C)C(C)NC(=O)COC(=O)c1cc(S(=O)(=O)N(C)C)ccc1N1CCCC1 (centres undefined),97,103,-3,98,100,96,-7,.,-14,10,98
COC(=O)c1ccccc1NC(=O)CN1CCC(NC(=O)c2ccccc2C)CC1,97,100,-2,97,98,97,-5,11,-11,26,99
CCN(CC)S(=O)(=O)c1ccc2[nH]cc(C(=O)NCCN3CCCCC3C)c(=O)c2c1 (centres undefined),96,99,-1,100,97,97,42,.,-9,30,99
CC(=O)NCC(=O)OCC(=O)c1ccc2ccccc2c1,96,100,-2,95,99,97,-5,.,-4,15,97
N#Cc1c(-c2ccco2)cc(C2CC2)nc1SCC(=O)c1ccccc1,98,98,-1,101,101,97,-8,.,-7,34,99
Cc1cc(=O)[nH]c(SCc2nc3ncccn3c2Br)n1,101,99,0,106,105,102,0,-4,-32,9,103
COC(=O)CCNc1n[nH]c(=O)[nH]c1=O,99,105,-2,98,101,99,7,9,-6,22,101
CCOc1ccccc1NC(=O)C1CCN(S(=O)(=O)c2c(C)noc2C)CC1,101,100,2,101,100,97,25,.,2,24,99
CCCS(=O)(=O)c1c(S(=O)(=O)CCC)c2c3ccccc3ccn2c1C(=O)OC,102,102,-1,104,103,99,-26,.,29,8,103

# Already shown: entries from further up.
SMILES,Rab2A wt mod,Rab7 wt modul,Mcl-1 Bim block,Cdc42 wt GTP,Rac1 wt modul,Rac1 act GTP bind,Mcl1 Noxa PPI,Pf gametocyte,Mcl1-Bid inh,Avidin fluor,HRas wt GTP
O=C(CNC(=O)c1ccccc1)NCC1COc2ccccc2O1 (centres undefined),94,94,0,96,96,96,-12,.,-25,13,95
COc1ccc(C(CNC(=O)c2ccc(N3CCCC3=O)cc2)N(C)C)cc1 (centres undefined),107,105,-4,103,111,100,9,.,-26,14,104
CCN(CC)CCN(Cc1cc2ccc(C)cc2[nH]c1=O)C(=O)Nc1ccc(Cl)cc1,98,100,0,96,97,95,7,5,-2,12,96
COc1ccc(-c2nc(CS(=O)CC(=O)NCc3ccc4c(c3)OCO4)c(C)o2)cc1 (centres undefined),99,100,0,101,103,97,2,.,-22,6,101
COc1ccccc1C(=O)C1CCCN(C(=O)c2cc(CC(C)C)nc(C)n2)C1 (centres undefined),96,101,0,97,102,96,4,11,-9,2,100
NC(=O)c1sc2nc3c(cc2c1N)CCC3,90,94,-20,93,90,93,5,5,-35,26,93
Cc1cc(C)c(-c2csc(Cc3nc(-c4cc5ccccc5oc4=O)cs3)n2)cc1C,101,101,-1,100,104,101,4,14,-13,2,101
Cc1ccc(S(=O)(=O)CC(=O)Nc2nc(-c3ccccc3)cs2)cc1,98,98,1,99,104,99,-9,18,-18,6,98
COc1ccc(NC(=O)c2ccc(COc3ccccc3Br)o2)cc1OC,97,93,1,101,101,99,29,.,-19,33,100
C=CCn1c(SCc2nc3ccccc3c(=O)[nH]2)nnc1-c1cc2cc(Cl)ccc2o1,101,101,-2,101,100,99,-3,.,-23,9,101
CCSc1nnc(NC(=O)CSc2c(Cl)cccc2Cl)s1,92,100,-1,91,92,94,7,.,-19,10,91
CCc1nnc(NC(=O)CSc2nnc(CNc3ccc(OC)cc3)n2C)s1,97,97,-3,103,102,99,27,-14,-75,7,99
COc1ccc(-n2c(Cc3cccn3C)nnc2SCC(=O)Nc2ccc(F)cc2)cc1,102,99,-1,104,109,99,6,.,-33,5,103

# Next part
SMILES,Rab2A wt mod,Rab7 wt modul,Mcl-1 Bim block,Cdc42 wt GTP,Rac1 wt modul,Rac1 act GTP bind,Mcl1 Noxa PPI,Pf gametocyte,Mcl1-Bid inh,Avidin fluor,HRas wt GTP
O=c1[nH]nc(CNc2cccc(C(F)(F)F)c2)c2ccccc12,103,100,2,101,102,98,4,-15,-14,10,105
CC(C)c1onc(C(=O)Nc2cccc(Cl)c2)c1[N+](=O)[O-],97,97,1,97,96,95,9,.,-10,9,95
O=C(COc1ccccc1)NCCc1nc2ccccc2[nH]1,99,101,-1,99,101,97,3,-26,-34,7,98
CCC(=O)Nc1nc2ccc(NC(C)=O)cc2s1,102,100,-3,106,105,98,17,-20,11,8,100
CCCCC[n+]1ccn(C2=C([O-])c3ccccc3C(=O)/C2=N\S(=O)(=O)c2ccccc2)c1,100,99,-1,99,101,98,1,.,-13,11,100
O=[N+]([O-])c1ccc(N(c2ccccc2)c2ccccc2)cc1,98,98,4,97,97,97,17,3,-7,25,97
Cc1ccc(-c2nnc(SCc3nc(N)nc(Nc4ccccc4C)n3)n2N)cc1,101,102,-3,102,109,102,-9,14,-28,10,103
NS(=O)(=O)c1ccc(NC(=S)N2CCN(c3ccc(Cl)c(Cl)c3)CC2)cc1,99,97,0,92,102,101,-57,18,-2,10,99
Cc1cc(C)cc(OCC(=O)Nc2ccc(N3CCN(C(=O)c4ccco4)CC3)cc2)c1,101,100,-3,100,105,100,-11,-13,-28,12,101
CC1CCCC(C)N1c1nnc(NC(=O)c2cc(-c3ccc(Br)cc3)on2)s1 (centres undefined),99,100,-1,98,100,96,24,.,29,9,101
CCOC(Cn1c(-c2ccc(OC)cc2)nc2ccccc21)OCC,94,93,-1,96,94,94,6,.,-13,17,96
Cc1cc(NC(=O)c2cc(C)on2)n(-c2ccccc2)n1,97,90,0,100,101,99,14,8,1,6,97
COc1ccccc1N1CCN(C(=O)c2ccc(Cl)c(S(=O)(=O)N3CCCC3)c2)CC1,98,99,-1,100,101,98,13,8,-21,5,98
